Source: PubChem BioAssay
TLR4 MyD88 comp: TLR4-MyD88 interaction inhibition in cells; O00206+Q99836; HeLa CL3-4 TLR4/MyD88 BLA complementation, FRET ratio; inhibition, % at 8.4 µM; 200,000 compounds, 0.18% hits; AID 861; in the data active means inhibition above about 25%;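 further: 0% = vehicle and 100% = reference inhibitor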
Target sequence (O00206 whole entry, looked up): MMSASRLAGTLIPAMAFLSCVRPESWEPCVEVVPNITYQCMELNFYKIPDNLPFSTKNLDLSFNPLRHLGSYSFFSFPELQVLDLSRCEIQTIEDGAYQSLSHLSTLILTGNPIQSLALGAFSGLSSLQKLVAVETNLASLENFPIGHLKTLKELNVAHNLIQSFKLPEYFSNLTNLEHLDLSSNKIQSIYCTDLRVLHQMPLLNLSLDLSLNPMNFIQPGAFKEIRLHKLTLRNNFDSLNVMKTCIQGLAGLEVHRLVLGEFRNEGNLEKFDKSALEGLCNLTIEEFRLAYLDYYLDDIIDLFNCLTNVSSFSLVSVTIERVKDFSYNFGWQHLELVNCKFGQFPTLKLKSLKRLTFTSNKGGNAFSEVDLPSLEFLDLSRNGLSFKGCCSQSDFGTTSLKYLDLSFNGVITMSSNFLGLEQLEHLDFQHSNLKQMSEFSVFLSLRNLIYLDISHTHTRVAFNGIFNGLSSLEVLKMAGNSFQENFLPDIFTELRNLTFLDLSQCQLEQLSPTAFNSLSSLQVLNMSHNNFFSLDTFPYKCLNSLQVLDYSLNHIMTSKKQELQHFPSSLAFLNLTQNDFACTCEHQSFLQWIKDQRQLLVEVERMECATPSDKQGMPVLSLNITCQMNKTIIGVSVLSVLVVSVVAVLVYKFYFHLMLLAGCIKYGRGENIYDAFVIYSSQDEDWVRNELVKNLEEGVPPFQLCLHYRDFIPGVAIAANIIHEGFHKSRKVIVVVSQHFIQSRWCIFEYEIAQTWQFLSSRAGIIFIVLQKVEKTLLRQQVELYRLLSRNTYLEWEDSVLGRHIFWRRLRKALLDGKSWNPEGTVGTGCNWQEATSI
Target sequence (Q99836 whole entry, looked up): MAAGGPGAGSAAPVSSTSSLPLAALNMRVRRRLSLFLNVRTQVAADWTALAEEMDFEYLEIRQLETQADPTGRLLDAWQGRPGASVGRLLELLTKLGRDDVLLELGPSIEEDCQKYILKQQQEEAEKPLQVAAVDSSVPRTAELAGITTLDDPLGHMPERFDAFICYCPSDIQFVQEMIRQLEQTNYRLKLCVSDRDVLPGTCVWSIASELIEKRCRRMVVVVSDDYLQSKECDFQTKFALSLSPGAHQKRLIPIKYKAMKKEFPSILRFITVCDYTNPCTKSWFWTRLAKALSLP
STAT1 blocker: reduces IFN-gamma driven STAT1 reporter signal; NIH 3T3 STAT1-luciferase reporter, luminescence; inhibition, % at 5.5 µM; 200,000 compounds, 0.35% hits; AID 920;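 active means inhibition above a set limit, the mean inhibition across all tested compounds plus 3 SD, cut at about 34% in these data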;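 further: 0% = IFN-gamma with DMSO and 100% = IFN-gamma with 300 µM nifuroxazide; values of inactives mirror those of a sister screen read the other way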
STAT3 activator: activators of IL-6 induced STAT3 signaling. U3A cells, IL-6 STAT3-luciferase reporter, luminescence; 100% = signal with IL-6 EC80 alone. activation (% of control), % at 5.6 µM. 190,000 compounds, 0.91% hits;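 active means activation above the screen-wide mean of compound activation plus 3 SD, cut at about 130% in these data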;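 further: 0% = background luminescence of wells with medium and substrate only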
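Material: STAT3-luciferase reporter U3A cells; Probe or stimulus: IL-6 (33 ng/mL); Incubation: compound pre-incubation 1 h before IL-6, then 6 h stimulation at 37 °C; Technique: luminescence from STAT3-driven luciferase reporter; Evaluation: % activation versus median of IL-6-stimulated wells; Controls: IL-6-only high control.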
Diaph act CS: counter-screen for diaphorase-based assays: diaphorase activators and chemical reducers. Diaphorase/resazurin coupled assay, resorufin fluorescence, 16 min; hits give high values; 1 = vehicle wells, 0 = NADH-free wells. activation factor at 20 µM. 190,000 compounds, 0.005% hits;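 active means diaphorase activity raised at least twofold by the compound at 20 µM; inactive means activation factor below 2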
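Material: Clostridium kluyveri diaphorase, purified enzyme; Quantity: enzyme 0.07 U/mL final; Medium: HEPES pH 7.4 buffer with MgCl2 and Tween 20; Dosing: single compound dose of 20 µM, 1% DMSO final; Schedule: 16 min reaction at room temperature; Measured by: red resorufin fluorescence at 544/590 nm excitation/emission.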
G6PDH counter: counter-screen for G6PDH assay hits: L. mesenteroides G6PDH inhibition | Purified L. mesenteroides G6PDH, diaphorase/resazurin coupled fluorescence, 45 min | inhibition, % at 5 µM | 200,000 compounds, 0.12% hits | AID 1020; in the data active means inhibition above about 50%
STAT3 blocker: reduces IL-6 driven STAT3 reporter signal | inhibition, % at 5.5 µM | U3A cells, IL-6 STAT3-luciferase reporter, luminescence; host cell line lacks STAT1 | 190,000 compounds, 0.89% hits;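 active means inhibition above the mean inhibition across all screened compounds plus 3 SD, cut at about 44% in these data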;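 further: 0% = DMSO only wells and 100% = 100 µM nifuroxazide control wells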
APP 5UTR inh: APP translation inhibition. SH-SY5Y APP 5'UTR-luciferase reporter, luminescence. inhibition, % at 2 µM. 190,000 compounds, 0.82% hits;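 active means inhibition above a set limit, derived from the sample mean plus 3 SD, cut at about 45% in these data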; further: values of inactives mirror those of a sister screen read the other way
Diaphorase inh: inhibits diaphorase or chemically oxidizes, flagging diaphorase assay artifacts; diaphorase resazurin-to-resorufin fluorescence, NADH, 16 min; bacterial (C. kluyveri) enzyme, not human; inhibition, % at 20 µM; 190,000 compounds, 0.69% hits;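 active means primary screen inhibition at 20 µM above a set limit, cut at about 50% in these data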;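 further: plate controls were DMSO with full reaction for no effect and wells lacking NADH for full effect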
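Detection: fluorescence of resorufin formed from resazurin, Ex 544/Em 590 nm; test system: Clostridium kluyveri diaphorase enzyme; amount: 0.14 U/mL diaphorase, enzyme working solution; times: 16-min room-temperature incubation before reading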
Hsp70 act: switches on Hsp70 transcription; activation, % at 10 µM; 200,000 compounds, 0.04% hits; HeLa Hsp70 promoter luciferase reporter, luminescence; scaled: vehicle 0, proteasome-inhibitor control 100%;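 active means activation above the mean across all tested compounds plus 3 SD, cutoff set per campaign, cut at about 5.5% in these data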;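 further: 100% = MG132 at 30 µM as the positive control and 0% = DMSO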
STAT1 activator: STAT1 signaling activation. NIH 3T3 STAT1-luciferase reporter, IFN-gamma, luminescence; 100% = IFN-gamma alone, no compound. activation (% of control), % at 5.5 µM. 200,000 compounds, 2.6% hits. AID 932;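 active means activation above the screen-wide mean activation plus 3 SD, cut at about 130% in these data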;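 further: raw ratio to IFN-gamma control signal so 100% means no change and 0% no light; values of inactives mirror those of a sister screen read the other way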
An asterisk follows results filed as active; · = not tested or not shown. An unsorted share of the library. About 6.1% of those tested had a hit in this group.

SMILES	TLR4 MyD88 comp	STAT1 blocker	STAT3 activator	Diaph act CS	G6PDH counter	STAT3 blocker	APP 5UTR inh	Diaphorase inh	Hsp70 act	STAT1 activator
COc1ccccc1NC(=O)CN1CCN(CC(=O)Nc2ccc(OCc3ccccc3)cc2)CC1	-4	2	89	0.8	9	16	19	24	-0.1	98
c1ccc(CNc2ccc3c(c2)ncn3C2CCCCC2)nc1	3	1	87	0.9	-2	20	-43	15	-0.3	99
Nc1cc(Cl)ccc1N1CCCCCC1	8	2	101	0.7	5	4	-10	26	-0.2	100
COc1cc2c3c(c1)-c1c(sn(-c4cc(OC)ccc4OC)c1=S)C(C)(C)N3C(=O)C2=O	11	0	98	1	6	6	-13	3	-0.3	100
CC(C)=C1C2CCC1C1C(=O)N(c3ccc4c(c3)OCO4)C(=O)C21 (centres undefined)	-7	8	91	0.9	5	10	-2	11	-0.1	92
CN(c1cccc(NC(=O)CN(c2ccc(Cl)c(Cl)c2)S(=O)(=O)c2ccccc2)c1)S(C)(=O)=O	-7	1	104	0.8	-10	-4	-10	19	-0.4	99
CCN1CCN(c2cc(-c3ccccc3)nc3cc(-c4cccc(F)c4)nn23)CC1	1	-6	102	0.8	0	0	15	17	-0.1	100
Nc1ccc(C(=O)N/N=C2\CCCc3c2[nH]c2ccccc32)cc1	6	-21	91	1	-3	13	-32	3	-0.1	118
CCOC(=O)N1CCN(c2nc3c(c(=O)[nH]c(=O)n3C)n2Cc2ccccc2Cl)CC1	5	-4	104	1.2	14	-2	-5	-20	-0.1	104
Cc1ccc2c(C)c(C(=O)Nc3ccc(S(N)(=O)=O)cc3)oc2c1C	-16	-4	89	1.1	6	17	-25	-9	0.0	102
Cc1ccc(C)c(/C(O)=C2\C(=O)C(=O)N(Cc3cccnc3)C2c2cccnc2)c1 (centres undefined)	-8	-1	101	1.1	11	3	-2	-7	-0.5	101
Cc1nn(-c2ccccc2)c(N2CCCC2)c1/C=N/NC(=S)Nc1cc(C(F)(F)F)ccc1Cl	-5	-4	105	0.9	-13	-8	-18	8	0.0	104
O=C(/C=C/c1ccco1)NC(=S)Nc1ccc(O)c(-c2nc3ccccc3s2)c1	-7	2	96	0.9	-14	4	-18	8	-0.6	98
Cc1nnsc1S(=O)(=O)Cc1ccccc1Cl	-1	7	90	1	-5	19	0	4	-0.1	94
O=C1CC(c2ccccc2)CC(O)=C1C=NC1CCCCC1 (centres undefined)	6	-4	99	0.9	14	2	-1	8	-0.3	104
CC(=O)Oc1ccc(/C=C2\N=C(C3CCCCC3)OC2=O)cc1	3	-1	105	1	0	-5	10	0	0.1	100
COc1cccc(C(=O)NC(=S)Nc2ccc(Cl)c(C(=O)O)c2)c1	10	0	100	1	12	6	-4	-2	0.3	100
CC(C)(C)c1cc(NC(=O)CCSc2nnc3ccccn23)cc(C(C)(C)C)c1	14	7	108	·	·	-6	10	·	-0.2	94
CCC(C)n1c(=N)c(C#N)cc2c(=O)n3cccc(C)c3nc21 (centres undefined)	2	-7	99	1	17	4	18	-2	0.0	105
O=C(c1ccc(CSc2ccccc2)cc1)N1CCN(c2ccccc2)CC1	-18	4	103	0.8	-7	9	-2	20	-0.2	96
CCc1[nH]c(=S)c(C#N)c(-c2ccccc2)c1C(=O)OC	5	-3	98	0.9	4	6	22	9	-0.3	103
Cc1cnc(NC(=O)c2ccc(-c3nc4ccccc4s3)o2)s1	-1	-2	107	0.7	1	-4	1	28	0.3	102
O=C(CCc1nc2ccccc2[nH]1)Nc1ccc(F)cc1	5	2	75	0.9	-4	33	0	13	-0.3	98
Cc1cc(C)c2[nH]c(=O)c(C(c3nnnn3C(C)(C)C)N(Cc3ccco3)CC3CCCO3)cc2c1 (centres undefined)	3	-5	102	1.1	7	2	-9	-6	-0.2	104
CCCCCCNCC1OCc2ccccc2CO1	-2	-6	105	0.9	-2	-4	16	6	-0.5	105
The listing continues.
SMILES	TLR4 MyD88 comp	STAT1 blocker	STAT3 activator	Diaph act CS	G6PDH counter	STAT3 blocker	APP 5UTR inh	Diaphorase inh	Hsp70 act	STAT1 activator
CCN(CC)S(=O)(=O)c1ccc(NC(=O)CN(c2cccc(C)c2)S(C)(=O)=O)cc1	6	4	99	0.7	11	4	10	27	-0.1	99
CCN(CC)S(=O)(=O)c1ccc2c(c1)c(=O)c(C(=O)NCc1ccc3c(c1)OCO3)cn2C	-11	-5	104	0.9	-12	4	-4	14	-0.1	105
COc1ccccc1N1CCN(/N=C/c2cc(OC)c(O)c(OC)c2)CC1	-13	1	94	0.8	2	5	9	16	-0.1	99
COc1ccc(N(C(=O)COc2ccc(C)cc2)S(=O)(=O)c2ccc(C)cc2)cc1	-16	-7	100	0.9	-4	-2	7	13	-0.5	107
COc1ccccc1NC(=O)CSc1nnc(CNC(=O)COc2ccc(Cl)cc2)o1	8	3	95	0.9	6	10	-19	6	0.0	98
O=C(NC(Cc1c[nH]c2ccccc12)C(=O)N/N=C/c1cccc2ccccc12)c1cccs1 (centres undefined)	7	-4	105	0.8	-22	-8	-36	23	-0.1	104
CCc1ccccc1N(C)C(=O)CCc1nc(-c2ccc(C)cc2)no1	3	1	101	1	5	1	16	-1	-0.4	99
Cc1nc(SCc2ccc(C(=O)O)cc2)nc2c1CCCC2	-4	-3	97	0.9	6	6	-14	11	-0.3	101
Cn1c(=O)[nH]c(=O)c2c1nc(N1CCCCCC1)n2CCOc1ccccc1	-16	-3	103	·	6	-1	-32	·	-0.3	101
NS(=O)(=O)c1ccc(CCNC(=O)CCC2COc3ccccc3O2)cc1 (centres undefined)	-2	7	101	0.9	4	1	-6	6	-0.1	93
COc1cc(OC)cc(C(=O)n2cnnc2N)c1	1	-3	106	0.9	2	-3	-19	5	-0.2	103
O=C(COC(=O)c1cccnc1Nc1cccc(C(F)(F)F)c1)NC1CCS(=O)(=O)C1 (centres undefined)	3	4	103	0.6	-30	-1	10	38	0.2	96
COCCCNCCOCCOc1ccc(Cl)cc1C(C)(C)C	-15	8	106	1	28	-10	6	0	-0.3	93
O=C(CSc1nnc(-c2ccccc2)c2ccccc12)NCC1CCCO1 (centres undefined)	-18	10	102	1	1	-1	4	5	0.1	88
COC(=O)c1ccccc1OC(=O)c1cccnc1	5	-2	102	1	3	1	-17	2	0.5	102
CCOC(=O)Cc1csc(NC(NC(=O)CC)(C(F)(F)F)C(F)(F)F)n1	-12	-5	97	1	2	6	1	0	0.0	104
CC(=O)c1c(-c2ccccc2)c2ccccc2[nH]c1=O	-4	5	90	0.8	5	17	17	18	0.0	94
Cn1cc(S(=O)(=O)N2CCN(c3ccc(F)cc3)CC2)c(=O)n(C)c1=O	0	0	105	1.1	-3	2	-1	-10	-0.1	100
CSCCC1Nc2ccc(S(=O)(=O)N3CCOCC3)cc2NC1=O (centres undefined)	-6	2	98	0.9	2	4	-7	8	0.1	97
Cc1ccccc1NS(=O)(=O)c1cc(C(=O)NCc2ccco2)ccc1C	11	5	97	0.9	3	8	3	14	-0.1	96
COc1ccc(Nc2ccc([N+](=O)[O-])cc2[N+](=O)[O-])cc1	12	1	104	0.7	6	0	-6	32	-0.1	98
Cc1cccc(N2CCN(c3ccc(NC(=O)/C=C\C(=O)O)cc3)CC2)c1	4	1	100	0.9	15	5	26	9	-0.1	98
CC(=O)c1ccc(Oc2nc(-c3cccnc3)nc3ccccc23)cc1	-19	1	91	1	-6	18	17	-5	-0.1	99
CNC(=O)CN(C1CCCCC1)S(=O)(=O)c1ccc(F)cc1	12	-1	104	0.9	5	-1	14	9	-0.4	106
CC(C)C(=O)Nc1ccc(C(=O)Nc2nnc(C(C)C)s2)cc1	-2	-23	94	0.9	7	14	-47	6	-0.1	120
CC(=O)N1CCN(S(=O)(=O)c2ccccc2)C1c1ccccc1 (centres undefined)	-3	3	107	1	0	-5	14	4	-0.2	98
Cc1nc(NS(=O)(=O)c2ccccc2)sc1NC(=O)Nc1ccccc1	-5	-8	104	0.9	21	1	3	9	-0.3	106

Laid out differently: results already given.
structure,TLR4 MyD88 comp,STAT1 blocker,STAT3 activator,Diaph act CS,G6PDH counter,STAT3 blocker,APP 5UTR inh,Diaphorase inh,Hsp70 act,STAT1 activator
CCOC(=O)Cc1csc(NC(NC(=O)CC)(C(F)(F)F)C(F)(F)F)n1,-12,-5,97,1,2,6,1,0,0.0,104
CC(=O)c1c(-c2ccccc2)c2ccccc2[nH]c1=O,-4,5,90,0.8,5,17,17,18,0.0,94
Cn1cc(S(=O)(=O)N2CCN(c3ccc(F)cc3)CC2)c(=O)n(C)c1=O,0,0,105,1.1,-3,2,-1,-10,-0.1,100
CSCCC1Nc2ccc(S(=O)(=O)N3CCOCC3)cc2NC1=O (centres undefined),-6,2,98,0.9,2,4,-7,8,0.1,97
Cc1ccccc1NS(=O)(=O)c1cc(C(=O)NCc2ccco2)ccc1C,11,5,97,0.9,3,8,3,14,-0.1,96
COc1ccc(Nc2ccc([N+](=O)[O-])cc2[N+](=O)[O-])cc1,12,1,104,0.7,6,0,-6,32,-0.1,98
Cc1cccc(N2CCN(c3ccc(NC(=O)/C=C\C(=O)O)cc3)CC2)c1,4,1,100,0.9,15,5,26,9,-0.1,98
CC(=O)c1ccc(Oc2nc(-c3cccnc3)nc3ccccc23)cc1,-19,1,91,1,-6,18,17,-5,-0.1,99
CNC(=O)CN(C1CCCCC1)S(=O)(=O)c1ccc(F)cc1,12,-1,104,0.9,5,-1,14,9,-0.4,106
CC(C)C(=O)Nc1ccc(C(=O)Nc2nnc(C(C)C)s2)cc1,-2,-23,94,0.9,7,14,-47,6,-0.1,120
CC(=O)N1CCN(S(=O)(=O)c2ccccc2)C1c1ccccc1 (centres undefined),-3,3,107,1,0,-5,14,4,-0.2,98
Cc1nc(NS(=O)(=O)c2ccccc2)sc1NC(=O)Nc1ccccc1,-5,-8,104,0.9,21,1,3,9,-0.3,106
